OX1R antagonist – antagonists of human orexin 1 receptor | O43613 | inhibition, % at 5 µM | CHO/OX1R cells, Fluo-8 calcium fluorescence, orexin A | actives 0.43% (n = 330,000);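 active means inhibition above its plate's threshold, mean inhibition of all tested compounds on the plate plus 3 SD, cut at about 37% in these data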;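 further: 0% = orexin A challenge wells and 100% = SB-334867-A antagonist wells; not every result past the cut was called active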
Target sequence (O43613 whole entry, looked up): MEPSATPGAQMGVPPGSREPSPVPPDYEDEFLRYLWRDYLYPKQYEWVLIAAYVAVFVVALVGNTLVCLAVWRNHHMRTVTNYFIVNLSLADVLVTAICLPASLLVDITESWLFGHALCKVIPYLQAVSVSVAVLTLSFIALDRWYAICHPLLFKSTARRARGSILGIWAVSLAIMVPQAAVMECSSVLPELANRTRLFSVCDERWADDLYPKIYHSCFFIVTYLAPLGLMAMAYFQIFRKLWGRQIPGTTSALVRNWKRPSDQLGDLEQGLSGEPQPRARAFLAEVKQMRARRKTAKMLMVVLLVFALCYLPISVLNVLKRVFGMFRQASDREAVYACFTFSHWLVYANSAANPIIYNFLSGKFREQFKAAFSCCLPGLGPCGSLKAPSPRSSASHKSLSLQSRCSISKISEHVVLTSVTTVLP
CHT PAM – allosteric activators of human choline transporter CHT | Q9GZV3 | CHT-expressing cells, membrane potential dye, choline EC20; active compounds read high; LV-AA mutant CHT in HEK293 cells | B-score at 10 µM | actives 0.49% (n = 310,000) | AID 488977;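 active means initial fluorescence not abnormally high and integrated response B-score, plate-corrected, over 3 SD above library mean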
Target sequence (Q9GZV3 whole entry, looked up): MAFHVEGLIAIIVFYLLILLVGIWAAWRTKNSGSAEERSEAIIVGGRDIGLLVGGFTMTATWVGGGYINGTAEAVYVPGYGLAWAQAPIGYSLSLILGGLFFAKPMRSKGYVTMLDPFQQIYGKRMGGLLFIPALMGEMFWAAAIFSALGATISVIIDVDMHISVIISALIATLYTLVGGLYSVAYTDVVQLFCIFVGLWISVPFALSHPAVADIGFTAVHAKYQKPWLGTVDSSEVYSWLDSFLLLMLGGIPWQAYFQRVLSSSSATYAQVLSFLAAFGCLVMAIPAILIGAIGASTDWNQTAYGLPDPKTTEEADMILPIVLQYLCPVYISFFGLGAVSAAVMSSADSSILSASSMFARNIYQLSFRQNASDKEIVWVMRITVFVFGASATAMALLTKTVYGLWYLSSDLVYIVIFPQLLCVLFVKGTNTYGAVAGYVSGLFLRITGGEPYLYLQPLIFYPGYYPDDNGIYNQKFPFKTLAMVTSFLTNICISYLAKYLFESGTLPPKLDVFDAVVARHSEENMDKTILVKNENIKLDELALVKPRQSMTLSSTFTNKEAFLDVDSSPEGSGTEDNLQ
* = called active by the depositor. The order is random, and some 0.8% of all compounds hit somewhere here.

`O=C(Cc1ccccc1)Nc1cc([N+](=O)[O-])ccc1N1CCOCC1` gave OX1R antagonist -15 and CHT PAM inactive.
For CN=c1sc(C(=O)Nc2ccccc2)c(C)n1C the results were OX1R antagonist -5 and CHT PAM inactive.
COc1ccc(NC(=O)COC(=O)c2ncc(Cl)c(Cl)c2Cl)c(OC)c1 was read as OX1R antagonist -12 and CHT PAM inactive.
Screening CCN(C(=O)Cn1cc(C(=O)C(=O)N2CCOCC2)c2ccccc21)c1ccccc1 returned OX1R antagonist -13 and CHT PAM inactive.
For Cc1ccc(-c2nn(-c3ccccc3)cc2/C=C(\C#N)C(=O)NCc2ccccc2)cc1 the results were OX1R antagonist -3 and CHT PAM inactive.
`O=C1c2[nH]nc(-c3ccccc3O)c2C(c2cccc(Cl)c2)N1CC1CCCO1` (stereo not given) gave OX1R antagonist -34 and CHT PAM inactive.
Screening Cc1ccc2nc(SCC(=O)Nc3ccccc3F)nc(=O)n2c1 returned OX1R antagonist -2 and CHT PAM inactive.
Screening C=CCn1c(SCC(=O)NC2CCCCC2)nnc1-c1ccccn1 returned OX1R antagonist -27 and CHT PAM inactive.
Cc1ccc(C)c(NC(=S)N2CCN(Cc3ccccc3)CC2)c1 was read as OX1R antagonist -4 and CHT PAM inactive.
Screening COc1cc(CCC(=O)N2CCN(c3cccc(C)c3C)CC2)cc(OC)c1OC returned OX1R antagonist -20 and CHT PAM inactive.
For CCOC(=O)/C(C#N)=C/c1cc2ccccc2nc1N1CCOCC1 the results were OX1R antagonist -13 and CHT PAM inactive.
Screening CC(C)(Cc1ccccc1)/[N+]([O-])=C\c1ccccc1 returned OX1R antagonist -19 and CHT PAM inactive.
Screening Cc1ccccc1SC1CCN(C(=O)C2CCC(=O)N(C3CC3)C2)CC1 (stereo not given) returned OX1R antagonist -10 and CHT PAM inactive.
Screening Cc1ccc(NS(=O)(=O)c2ccc3c(c2)C(=O)c2ccccc2C3=O)c(C)c1 returned OX1R antagonist -11 and CHT PAM inactive.
For CCC(C)NS(=O)(=O)c1cc2c3c(c1)CCN3C(=O)CC2 (stereo not given) the results were OX1R antagonist 12 and CHT PAM inactive.
For O=C(CSc1nnc2ccccn12)Nc1ccc(S(=O)(=O)N2CCOCC2)cc1 the results were OX1R antagonist -12 and CHT PAM inactive.
CCn1cc(C(=O)N2CCc3ccccc32)c(=O)c2cc(S(=O)(=O)N3CCOCC3)ccc21 was read as OX1R antagonist -13 and CHT PAM inactive.
`O=C(O)CCCCCNC(=O)c1ccccc1` gave OX1R antagonist -24 and CHT PAM inactive.
Cc1ccnc(NS(=O)(=O)c2ccc(N=CC3=C(O)CC(C)(C)CC3=O)cc2)n1 was read as OX1R antagonist 2 and CHT PAM inactive.
`CCOC(Cn1c(CCCO)nc2ccccc21)OCC` gave OX1R antagonist -18 and CHT PAM inactive.
Screening O=C(C[C@@H]1C/C=C\C[C@@H](NC(=O)OCC2c3ccccc3-c3ccccc32)C(=O)OC[C@@H](Cc2ccccc2)NC1=O)NCCO returned OX1R antagonist -1.
`CCS(=O)(=O)NCc1csc(C)n1` gave OX1R antagonist -5 and CHT PAM inactive.
Screening CCOc1cccc2cc(C(=O)Nc3nccs3)c(=O)oc12 returned OX1R antagonist -14 and CHT PAM inactive.
For COc1ccccc1N1CCN(CC(O)c2ccc3cc[nH]c3c2)CC1 (stereo not given) the results were OX1R antagonist -29 and CHT PAM inactive.
`CCN(CC)CCNC(=S)Nc1ccc2nc(N3CCOCC3)cc(C)c2c1` gave OX1R antagonist -22 and CHT PAM inactive.
For O=C(CNC(=O)c1ccc(Br)o1)NC12CC3CC(CC(C3)C1)C2 the results were OX1R antagonist 4 and CHT PAM inactive.
For CCOC(=O)c1cnn(-c2nc3c(C)cccc3s2)c1C(F)(F)F the results were OX1R antagonist -3 and CHT PAM inactive.
For COc1ccc(C(=O)Nc2cccc(NC(C)=O)c2)cc1OC the results were OX1R antagonist -5 and CHT PAM inactive.
For OCCC1CN(Cc2ccc3cc(Cl)ccc3n2)CCN1Cc1ccsc1 (stereo not given) the results were OX1R antagonist -22 and CHT PAM inactive.
Screening C=CCn1c(SCC(=O)N2CCN(c3ccccc3)CC2)nnc1-c1ccco1 returned OX1R antagonist -3 and CHT PAM inactive.
`CCNC(=O)NC(=O)C(C)Sc1ccc2c(c1)OCCO2` (stereo not given) gave OX1R antagonist 2 and CHT PAM inactive.
For CC1=CC=CC2=NC(=O)CC(C)(C(=O)N(CC(=O)NC3CCCC3)Cc3ccc(Cl)cc3)N12 (stereo not given) the results were OX1R antagonist -14 and CHT PAM inactive.
O=C1CSC(=Nc2ccccc2[N+](=O)[O-])N1 was read as OX1R antagonist 1 and CHT PAM inactive.
`COCC(C)n1c(SCC(=O)Nc2oc(C)c3c(C)n[nH]c(=O)c23)nc2ccccc2c1=O` (stereo not given) gave OX1R antagonist -3 and CHT PAM inactive.
For CC1CC(=O)Nc2ccccc2N1S(=O)(=O)c1cccc(Cl)c1 (stereo not given) the results were OX1R antagonist -8 and CHT PAM inactive.
O=C(Nc1ccc(F)cc1)c1ccc2c(c1)S(=O)(=O)N=C1CCCCCN12 was read as OX1R antagonist -2.
Screening CC1CCN(C(=O)COc2cccc3c2CCN(Cc2ccccc2)C3=O)CC1 returned OX1R antagonist -35 and CHT PAM inactive.
Screening Cn1cccc1/C=C1/SC(=O)N(CC(=O)N2CCCC2)C1=O returned OX1R antagonist -12 and CHT PAM inactive.
C=CCOc1ccc(/C=C(\C#N)C(=O)Nc2ccccn2)cc1 was read as OX1R antagonist 3 and CHT PAM inactive.
Screening CC(C)Cc1nnc(NC(=O)C23CC4CC(CC(C4)C2)C3)s1 returned OX1R antagonist -17 and CHT PAM inactive.
For O=[N+]([O-])c1ccc(/C([O-])=C(/C(=S)NCc2ccco2)[n+]2ccccc2)cc1 the results were OX1R antagonist -1 and CHT PAM inactive.
Screening Cc1ccc2cccc(SCC(=O)NCc3ccco3)c2n1 returned OX1R antagonist -9 and CHT PAM inactive.
CN(C)/C=N/c1ncc(C(=O)OC(C)(C)C)s1 was read as OX1R antagonist 2 and CHT PAM inactive.
For CCCCC(=O)Nc1ccc(NC(=S)NC(=O)CCCCl)cc1OC the results were OX1R antagonist -16 and CHT PAM inactive.
Screening COc1cc(OC)cc(C(=O)NC(C)c2cnn(-c3ccccc3C)c2C)c1 (stereo not given) returned OX1R antagonist -18 and CHT PAM inactive.
O=S(=O)(Nc1cnc2ccccc2c1)N1CCCCCC1 was read as OX1R antagonist -8 and CHT PAM inactive.
`O=S(=O)(c1cccc2nonc12)N1CCN(c2ccccc2F)CC1` gave OX1R antagonist -8 and CHT PAM inactive.
For C/C(=N\OCc1nc2ccccc2c(=O)n1/N=C/c1cc([N+](=O)[O-])ccc1O)c1ccccc1 the results were OX1R antagonist -13 and CHT PAM inactive.
`COCc1ccc(C(=O)N2CCCC(C(=O)c3ccc(SC)cc3)C2)o1` (stereo not given) gave OX1R antagonist -30 and CHT PAM inactive.
Screening CCn1c(/C=C2\C(=O)N(C(C)C)c3ccccc32)nc2ccccc2c1=O returned OX1R antagonist -36 and CHT PAM inactive.
Screening Cc1cccc(N(C(=O)c2csnn2)C(C(=O)NC2CCCCC2)c2ccccn2)c1C (stereo not given) returned OX1R antagonist -11 and CHT PAM inactive.
COc1cc2c(cc1OC)C1=C(C#N)COCN1CC2 was read as OX1R antagonist -17 and CHT PAM inactive.
Screening CCOc1cc(N2CCOCC2)c(OCC)cc1NC(=O)CSc1cccc[n+]1[O-] returned OX1R antagonist -2 and CHT PAM inactive.
Screening CSc1ccccc1NC(=O)c1ccc2c(c1)CCN2S(C)(=O)=O returned OX1R antagonist 1 and CHT PAM inactive.
`COc1cc(S(=O)(=O)NCC2CCCO2)ccc1Br` (stereo not given) gave OX1R antagonist -12 and CHT PAM inactive.
Screening Cc1ccc(C(CC(=O)O)NC(=O)c2ccc(S(=O)(=O)N3CC(C)OC(C)C3)cc2)cc1 (stereo not given) returned OX1R antagonist -15.
For CN(C)CCNC(=O)/C(=C/c1ccc(-c2ccc(Cl)cc2)o1)NC(=O)c1ccccc1 the results were OX1R antagonist -11 and CHT PAM inactive.
Screening N#CCC(=O)NCC1(c2ccccc2)CCCC1 returned OX1R antagonist -7 and CHT PAM inactive.
For CCCc1c(NC(=O)Nc2ccc(F)cc2)cnn1-c1ccc(Cl)cc1 the results were OX1R antagonist -15 and CHT PAM inactive.
`O=C(Cn1c(NCCO)nc2ccccc21)c1ccccc1` gave OX1R antagonist -11 and CHT PAM inactive.

Three entries from above, ordered by length of the SMILES, high to low:
`O=S(=O)(c1cccc2nonc12)N1CCN(c2ccccc2F)CC1` gave OX1R antagonist -8 and CHT PAM inactive.
O=S(=O)(Nc1cnc2ccccc2c1)N1CCCCCC1 was read as OX1R antagonist -8 and CHT PAM inactive.
COc1cc2c(cc1OC)C1=C(C#N)COCN1CC2 was read as OX1R antagonist -17 and CHT PAM inactive.

Continued:
`CCOC(=O)C1=C(CNCc2ccccc2Cl)NC(=O)NC1c1cccc([N+](=O)[O-])c1` (stereo not given) gave OX1R antagonist -38 and CHT PAM inactive.
CC(NC(=O)C(=O)c1cn(CC(=O)N2CCOCC2)c2ccccc12)c1ccccc1 (stereo not given) was read as OX1R antagonist -11 and CHT PAM inactive.
`Cc1onc(-c2ccccc2)c1C(=O)Nc1nncs1` gave OX1R antagonist 12 and CHT PAM inactive.
`O=C(c1ccccc1)N1CCN(C(=O)c2cc3nc(-c4ccccc4)cc(C(F)(F)F)n3n2)CC1` gave OX1R antagonist -30 and CHT PAM inactive.
For CCCOc1nc(C)cc(COC)c1C(N)=O the results were OX1R antagonist -12 and CHT PAM inactive.
`Cc1nc(C(=O)Nc2ccccc2Cl)cc2c1[nH]c1ccccc12` gave OX1R antagonist 7 and CHT PAM inactive.
`CCOc1ccc(C(=S)N2CCOCC2)cc1OCC` gave OX1R antagonist -7 and CHT PAM inactive.
Screening COC(=O)c1cc2n(n1)CCN(Cc1ccc(F)cc1)C2=O returned OX1R antagonist -6 and CHT PAM inactive.
For CN1C(=O)NC(NS(=O)(=O)c2ccc(N)cc2)(C(F)(F)F)C1=O (stereo not given) the results were OX1R antagonist -21 and CHT PAM inactive.
For CCSC1(SCC)N=C(N)C2(C#N)C(c3ccccc3)NC3=C(CCC3)C12C#N (stereo not given) the results were OX1R antagonist -4 and CHT PAM inactive.
`O=C(c1ccc(Cl)c(NC2=NC3CS(=O)(=O)CC3S2)c1)N1CCN(c2ccccc2)CC1` (stereo not given) gave OX1R antagonist -2 and CHT PAM inactive.
For N=C1/C(=C\c2ccc(-c3cccc(Cl)c3)o2)C(=O)N=C2SC=C(c3ccccc3)N12 the results were OX1R antagonist -6 and CHT PAM inactive.
CCOc1ccc(NC(=S)NNC(=O)CC(C)O)cc1 (stereo not given) was read as OX1R antagonist 2 and CHT PAM inactive.
For NC(=O)c1nsc(C(=O)N(CC(=O)NCc2ccccc2)c2ccc(F)cc2)c1N the results were OX1R antagonist -12 and CHT PAM inactive.
COc1ccccc1CN1[C@@H](CC(=O)O)c2ccccc2S1(=O)=O was read as OX1R antagonist -7 and CHT PAM inactive.
For CCOC(=O)C(=O)NNc1ccc(F)cc1 the results were OX1R antagonist -1 and CHT PAM inactive.
Screening S=C(NCc1ccco1)Nc1ccc(Cl)cn1 returned OX1R antagonist -7 and CHT PAM inactive.
Screening CC1CN(C(=O)COC(=O)c2ccc(C#N)cc2)CC(C)O1 (stereo not given) returned OX1R antagonist -9 and CHT PAM inactive.
Screening CC(=O)c1sc(NC(=O)C2CCN(C(=O)c3ccc(F)cc3)CC2)nc1-c1ccccc1 returned OX1R antagonist -24 and CHT PAM inactive.
CC(C)OC(=O)C1CC(C)(O)C(=O)C(C(=O)OC(C)C)C1c1ccc([N+](=O)[O-])cc1 (stereo not given) was read as OX1R antagonist -23 and CHT PAM inactive.
CC(=O)Nc1ccc(S(=O)(=O)N2CCN(Cc3nc4sc(C)c(C)c4c(=O)[nH]3)CC2)cc1 was read as OX1R antagonist -12 and CHT PAM inactive.
`O=C(CCc1ccccc1)N[C@@H]1c2ccccc2CC[C@H]1OCc1ccccc1` gave OX1R antagonist -19.
`O=C(Nc1ccccc1C(=O)NCCN1CCOCC1)c1cccc([N+](=O)[O-])c1` gave OX1R antagonist -22 and CHT PAM inactive.
For CCCCC(=O)NC(=S)NNC(=O)CCc1ccccc1 the results were OX1R antagonist 6 and CHT PAM inactive.
Cn1c(=O)[nH]c(=O)c2c1nc(N1CCN(Cc3ccccc3)CC1)n2CCCc1ccccc1 was read as OX1R antagonist -80 and CHT PAM inactive.
COCc1c(C(=O)N/N=C(\C)c2ccncc2)nnn1-c1nonc1N was read as OX1R antagonist -20 and CHT PAM inactive.

Molecules above that contain an NH in an aromatic ring:
`O=C1c2[nH]nc(-c3ccccc3O)c2C(c2cccc(Cl)c2)N1CC1CCCO1` (stereo not given) gave OX1R antagonist -34 and CHT PAM inactive.
For COc1ccccc1N1CCN(CC(O)c2ccc3cc[nH]c3c2)CC1 (stereo not given) the results were OX1R antagonist -29 and CHT PAM inactive.
`COCC(C)n1c(SCC(=O)Nc2oc(C)c3c(C)n[nH]c(=O)c23)nc2ccccc2c1=O` (stereo not given) gave OX1R antagonist -3 and CHT PAM inactive.
`Cc1nc(C(=O)Nc2ccccc2Cl)cc2c1[nH]c1ccccc12` gave OX1R antagonist 7 and CHT PAM inactive.
CC(=O)Nc1ccc(S(=O)(=O)N2CCN(Cc3nc4sc(C)c(C)c4c(=O)[nH]3)CC2)cc1 was read as OX1R antagonist -12 and CHT PAM inactive.
Cn1c(=O)[nH]c(=O)c2c1nc(N1CCN(Cc3ccccc3)CC1)n2CCCc1ccccc1 was read as OX1R antagonist -80 and CHT PAM inactive.
